Source: PubChem BioAssay (several laboratories)
ABHD4 inh – ABHD4 (mouse) inhibition, primary FP screen | purified mABHD4, FP-Rh probe fluorescence polarization | inhibition, % at 8.92 µM | hit rate 0.54% among 370,000 | Q8VD66;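 active = inhibition exceeding the mean over every tested compound plus 3 SD, cut at about 30% in these data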;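 note: 0% = plate median of compound wells and 100% = S159A mutant with DMSO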
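Doses – 8.92 µM, single dose · Material – wild-type mouse ABHD4 protein · Replication – single well per compound (singlicate) · Measure – percent inhibition of probe binding, normalized to plate controls · Schedule – 45 min compound pre-incubation plus 60 min probe step, 25 °C · Detection – fluorescence polarization with parallel and perpendicular emission, 525/598 nm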
Rev-erbA mod – modulates human Rev-erb alpha binding to DNA; P20393; Rev-erbα–FITC-DNA binding, fluorescence polarization, 90 min; activity, % at 10 µM; hit rate 0.79% among 370,000;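 active = activity above about 14%, limit read from the data; passing the limit was not always enough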;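 note: 0% = DMSO wells with 35 nM protein and 100% = DMSO wells with 750 nM protein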
Target sequence (P20393 whole entry, looked up): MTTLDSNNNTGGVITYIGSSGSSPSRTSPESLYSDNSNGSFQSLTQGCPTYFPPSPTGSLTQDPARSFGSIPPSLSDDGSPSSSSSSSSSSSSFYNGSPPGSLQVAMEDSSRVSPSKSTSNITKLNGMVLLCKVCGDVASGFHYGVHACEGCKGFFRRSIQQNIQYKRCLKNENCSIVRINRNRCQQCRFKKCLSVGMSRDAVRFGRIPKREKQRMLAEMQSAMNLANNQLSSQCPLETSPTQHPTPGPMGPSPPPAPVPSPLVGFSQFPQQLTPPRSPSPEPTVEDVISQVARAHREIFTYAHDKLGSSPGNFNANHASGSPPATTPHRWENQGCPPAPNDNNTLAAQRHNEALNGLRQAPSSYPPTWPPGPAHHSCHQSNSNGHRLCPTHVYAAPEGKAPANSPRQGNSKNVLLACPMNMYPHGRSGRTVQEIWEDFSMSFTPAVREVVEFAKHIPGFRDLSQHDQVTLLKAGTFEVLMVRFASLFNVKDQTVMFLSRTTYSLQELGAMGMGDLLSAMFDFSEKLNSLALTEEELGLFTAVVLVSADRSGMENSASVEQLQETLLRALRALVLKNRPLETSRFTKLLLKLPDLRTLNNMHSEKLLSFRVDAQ
TCR-CD3 inh – human TCR-CD3 binding inhibition; AID 651800; TAMRA-labeled TCR probe fluorescence, biochemical; hit rate 0.37% among 360,000; inhibition, % at 9.4 µM; in the data active = inhibition above about 19%;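 note: recombinant mutant TCR 2C K166C tagged with TAMRA read by polarization; 0% = receptor in buffer alone and 100% = receptor with positive control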
UHRF1 binding – human UHRF1 methylated DNA binding inhibitors | Q96T88 | UHRF1 binding to methylated oligo, TR-FRET | inhibition, % at 4.4 µM | hit rate 0.75% among 370,000 | AID 687016; in the data active = inhibition above about 21%;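 note: UHRF1 SRA domain binding a hemimethylated CpG hairpin DNA probe; 0% = median of test compound wells and 100% = reference inhibitor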
rCAG binder – binds r(CAG) RNA repeats. r(CAG) RNA repeat, TO-PRO-1 dye displacement fluorescence. inhibition, % at 3 µM. hit rate 1.3% among 370,000;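 active = inhibition above the plate cutoff, the mean of all test compounds on that plate plus 3 SD, cut at about 35% in these data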;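 note: 0% = DMSO alone and 100% = 100 µM mitoxantrone as full dye displacement; higher means more dye released from RNA so lower well fluorescence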
LEDGF integ inh – blocks HIV-1 LEDGF/p75-dependent DNA integration; TR-FRET IN-LEDGF/p75 DNA integration, Eu/Cy5; inhibition, % at 3.7 µM; hit rate 0.64% among 370,000; AID 743269;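 active = inhibition above the screen-wide mean plus 3 SD, cut at about 13% in these data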;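 note: signal is the Cy5 over europium emission ratio at 671 and 618 nm; 0% = plate median of compound wells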
PG9 binder – PG9 antibody binding by small molecule; TR-FRET gp120-PG9 antibody binding; inhibition, % at 6.7 µM; hit rate 0.43% among 360,000; AID 624416; in the data active = inhibition above about 8.5%
MBD2 inh – inhibitors of human MBD2 binding to methylated oligonucleotide | hit rate 0.31% among 370,000 | Q9UBB5 | TR-FRET | inhibition, % at 4.4 µM; in the data active = inhibition above about 13%
PRMT1 FP inh – inhibitors of human PRMT1 | recombinant PRMT1, activity-based probe fluorescence polarization | inhibition, % at 2.79 µM | hit rate 1.3% among 370,000 | AID 652257;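 active = inhibition above about 21% made by adding two undisclosed values, limit read from the data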
Target sequence (Q99873 whole entry, looked up): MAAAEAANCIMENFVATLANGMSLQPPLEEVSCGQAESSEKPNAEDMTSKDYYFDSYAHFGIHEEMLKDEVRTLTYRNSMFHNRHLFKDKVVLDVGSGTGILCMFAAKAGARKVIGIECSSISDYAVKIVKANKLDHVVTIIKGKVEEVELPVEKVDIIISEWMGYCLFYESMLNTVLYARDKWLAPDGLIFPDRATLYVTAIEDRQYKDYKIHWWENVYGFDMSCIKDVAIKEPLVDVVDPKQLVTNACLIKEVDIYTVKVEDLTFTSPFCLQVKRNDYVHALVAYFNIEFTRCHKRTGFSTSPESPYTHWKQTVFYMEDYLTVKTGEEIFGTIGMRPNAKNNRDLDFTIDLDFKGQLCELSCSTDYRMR
HTRA1 inhibitor – inhibitors of human serine peptidase HTRA1; Q92743; recombinant HTRA1, FP-rhodamine activity-based probe, fluorescence polarization; inhibition, % at 5.96 µM; hit rate 0.5% among 340,000; AID 504803; in the data active = inhibition above about 36%;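 note: 0% = enzyme with DMSO and 100% = wells lacking enzyme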
* marks the source's active call; other numbers are inactive results; · = not tested or not shown. Some of the compounds tested; rates above refer to the full screens.

Structure	ABHD4 inh	Rev-erbA mod	TCR-CD3 inh	UHRF1 binding	rCAG binder	LEDGF integ inh	PG9 binder	MBD2 inh	PRMT1 FP inh	HTRA1 inhibitor
COC(=O)C(C(=O)OC)C(C[N+](=O)[O-])c1ccc(O)c(OC)c1 (stereo not given)	-0.4	-0.2	-0.3	-1.1	-4.6	-5.5	-1.0	3.0	2.2	6.7
NC(=O)CSc1nnc(NC(=O)c2ccc(S(=O)(=O)N3CCCCC3)cc2)s1	-2.5	-1.6	-3.5	-2.7	3.2	2.4	-1.3	-2.5	-4.8	5.5
CCCOc1ccc(/C=c2\sc3ncnn3c2=O)cc1	-0.1	-6.5	0.8	2.0	4.3	2.2	1.4	-1.7	-2.3	-0.3
Cc1ccc(-n2nnnc2-c2cnc(N3CCCC3)nc2C(F)(F)F)cc1	-11.4	0.0	-14.5	1.9	-7.2	3.0	2.2	6.0	2.2	-29.5
COC(=O)[C@]12C[C@H](CC(=O)NCCCN3CCCC3=O)C(=O)N(CCC3=CCCCC3)C1=C[C@H](C(C)(C)C)O[C@@H]2C	10.1	-5.2	-1.1	0.9	-1.1	-4.9	0.1	5.0	0.0	·
S=C1NCN(Cc2cccnc2)CN1c1cccc2ccccc12	-1.2	-3.6	-4.2	-0.6	-1.6	0.4	-0.4	0.9	3.2	·
O=C(c1cc2cc(Br)ccc2o1)N1CCCC1	-6.3	0.5	-3.1	-4.0	0.5	2.3	0.2	-3.1	-5.0	3.0
Cc1ccccc1OC(=O)Cn1c(C(F)(F)F)nc2ccccc21	2.1	4.5	-7.1	0.4	-6.3	-0.6	-0.3	0.8	1.4	-1.3
C[C@H](CO)N1C[C@H](C)[C@H](CN(C)S(=O)(=O)c2ccccc2)Oc2ccc(NC(=O)NC3CCCCC3)cc2CC1=O	-7.2	1.8	-5.2	0.6	1.5	1.8	-2.6	-5.5	2.2	-2.0
Cn1c(=O)c(NC2CCCCC2)c2c3c(cccc31)C(=O)c1ccccc1-2	8.3	10.8	0.0	-8.9	-135.2	3.2	-1.7	0.1	77.2*	-7.5
CC(C)CC(NC(N)=O)C(=O)NCCc1ccc(Cl)cc1 (stereo not given)	0.1	1.6	1.8	-0.8	-2.2	-0.6	0.9	4.1	-1.3	1.7
CCOc1cccc2cc(C(=O)NCc3ccccc3Cl)c(=O)oc12	-1.0	8.6	7.9	0.2	-1.9	0.2	1.5	-0.4	-2.2	-7.4
CS(=O)(=O)Nc1nc2n(n1)C(c1ccccc1)CC(c1ccccc1)N2 (stereo not given)	0.1	-9.7	1.9	2.5	-1.2	4.9	-2.0	0.9	-0.9	-1.5
COCCN(CC(=O)Nc1cccc(C)c1C)C(=O)c1cc2ccccc2cc1OC	-5.1	-2.0	1.9	-0.7	-0.1	4.0	-0.7	-0.6	-1.1	2.3
C=C(C)COc1ccc(-c2ncncc2-c2ccccc2)c(O)c1	-2.1	5.2	-0.8	-1.7	-5.7	-3.2	0.2	-2.4	-5.0	-10.9
CN(C)c1nc(N(C)C)nc(N2CC(=O)N(c3ccccc3)C2=N)n1	4.6	8.0	-6.9	1.9	1.7	-1.9	1.1	1.5	3.7	-5.9
COC(=O)c1c(C)[nH]c(C(=O)OCc2csc(CC(=O)Nc3ccccc3C)n2)c1C	12.4	-3.2	1.2	1.0	11.1	0.2	1.0	-0.5	9.6	1.7
CCCCNC(=O)Nc1cc(C(=O)OC)ccc1Cl	-7.5	1.7	-0.3	10.7	-5.8	-1.5	-0.8	4.6	-3.3	-1.2
Cc1onc(-c2ccccc2)c1C(=O)NCC1CCN(C(=O)C(=O)c2cccs2)CC1	-1.9	-5.2	-0.7	-1.2	1.1	1.3	-2.2	2.1	-2.7	·
CCN(Cc1ccccc1)C(c1cc2cc(C)cc(C)c2[nH]c1=O)c1nnnn1CCOC (stereo not given)	3.1	-2.0	0.9	-0.2	-0.3	-4.0	-0.8	2.1	6.7	-0.6
CCOC(=O)c1[nH]c(C)c(C(=O)Nc2ccc3c(c2)CCC3)c1C	3.2	-0.7	13.6	-0.1	-0.5	0.9	0.6	3.7	-1.8	-6.3
C=CCn1c(SCc2ccc(Cl)c(Cl)c2)nnc1C(CO)NC(=O)c1ccc(OC)cc1 (stereo not given)	2.5	0.6	6.5	1.4	-6.6	-0.1	0.8	-2.4	-3.8	-16.1
C[C@@H]1ON(C)[C@H]2C[C@H]3c4cc(Br)ccc4CCN3C[C@@H]12	2.9	-0.3	-3.2	1.9	-1.5	-2.1	-0.7	4.0	2.1	·
Cc1ccc(NC(=O)C2CCCN(S(=O)(=O)c3cnc[nH]3)C2)c(Br)c1 (stereo not given)	-0.6	2.0	-3.1	-0.3	-0.2	-3.5	0.0	1.0	8.3	2.9
Cc1ccc(SCCC(=O)N/N=C/c2ccncc2)cc1	1.3	-1.5	4.7	-3.9	-2.0	-2.4	-2.6	-4.9	0.9	·
CCC(C)c1ccccc1N=Cc1ccc2c(c1)OCO2 (stereo not given)	-5.4	6.4	4.2	1.9	1.7	2.9	-1.1	1.0	-2.1	5.2
O=C(OCC#CCSc1nnc(-c2ccccc2)o1)c1cc2ccccc2o1	-10.3	-3.2	-5.1	5.4	2.9	4.7	0.5	3.5	-1.8	-0.7
COc1ccc(C)cc1S(=O)(=O)N1CCN(c2cccc(C(F)(F)F)c2)CC1	-7.7	1.8	-1.1	20.0	-4.0	-0.9	-2.9	8.3	-1.2	-16.2
Cc1ccc(C2OC3=C(C(=O)CC(C)(C)C3)C(N)=C2C#N)o1 (stereo not given)	-3.3	2.5	-0.2	0.6	-0.9	5.2	-0.8	-5.8	-3.3	-1.7
Cc1cc(NC(=O)COC(=O)CNC(=O)c2cccs2)c([N+](=O)[O-])cc1C	-0.1	-5.2	3.3	-1.1	6.3	-0.1	0.2	-2.1	-0.4	1.1

The final two entries of the section before open the next one.
Structure	ABHD4 inh	Rev-erbA mod	TCR-CD3 inh	UHRF1 binding	rCAG binder	LEDGF integ inh	PG9 binder	MBD2 inh	PRMT1 FP inh	HTRA1 inhibitor
Cc1ccc(C2OC3=C(C(=O)CC(C)(C)C3)C(N)=C2C#N)o1 (stereo not given)	-3.3	2.5	-0.2	0.6	-0.9	5.2	-0.8	-5.8	-3.3	-1.7
Cc1cc(NC(=O)COC(=O)CNC(=O)c2cccs2)c([N+](=O)[O-])cc1C	-0.1	-5.2	3.3	-1.1	6.3	-0.1	0.2	-2.1	-0.4	1.1
O=C(NC1=NCCS1)c1ccccc1OCc1ccc(F)cc1	-8.4	2.6	-1.0	1.1	-3.1	2.3	-1.2	0.2	-2.3	1.1
CCOc1ccc(N(C(C)=O)C2C=CS(=O)(=O)C2)cc1 (stereo not given)	-3.4	-4.4	-4.1	2.3	2.1	3.6	-2.0	-0.3	-3.9	0.4
CCOc1ccc(NS(=O)(=O)c2ccc(OCC(=O)N3CCCC3)cc2)cc1	3.9	-5.0	4.3	-0.8	-0.3	2.6	-0.8	0.1	0.7	-8.2
COc1cccc(CC(=O)OCC(=O)NCC(=O)Nc2cccc(C)c2C)c1	2.1	2.6	13.2	-3.5	0.9	0.4	0.4	1.5	-0.5	3.1
COc1ccc(-c2cc(C(=O)Nc3c(C)n(C)n(-c4ccccc4)c3=O)c3ccccc3n2)cc1	-3.0	3.4	3.6	-1.6	8.3	6.7	-0.9	1.4	-0.9	2.2
N#Cc1nc(-c2ccc(F)cc2)oc1N1CCCC1	-1.1	-5.5	-2.2	2.2	-4.9	-3.8	-1.0	-0.7	-0.6	-0.4
CCOC(=O)C1=NN(c2ccccc2)C(c2ccccc2)CC1=O (stereo not given)	3.4	2.0	-5.1	-2.4	-2.0	0.4	-3.9	-1.5	-3.0	-6.3
CCOc1ccc(C2c3c(oc4cc(C)c(C)cc4c3=O)C(=O)N2CCCN2CCOCC2)cc1 (stereo not given)	2.4	-0.6	-4.9	0.1	0.8	-3.6	-1.3	-0.1	9.2	-3.5
O=C(N/N=C/c1ccccc1)C(=O)N/N=C/c1ccccc1	1.3	1.4	-3.6	-0.6	0.5	1.6	-0.4	-2.5	-2.2	1.3
COc1ccc(NC(=O)/C(=C\c2ccccc2)NC(=O)c2ccco2)cc1	-7.7	4.7	-8.0	7.3	1.3	-7.5	-2.8	5.9	6.7	-4.7
CC1CN(Cc2nc3c(c(=O)n(C)c(=O)n3C)n2Cc2ccccc2)CC(C)O1 (stereo not given)	-4.5	-3.1	-1.5	5.5	-1.0	-4.1	1.1	7.2	5.3	-0.8
COc1ccc(NC(=O)CSc2nnc(CNC(=O)c3ccco3)o2)cc1	0.0	-4.9	-2.2	1.1	-4.3	-3.7	-0.3	-2.2	-0.5	5.5
CCOC(=O)N/N=C/c1cc(C)n(-c2ccccc2)c1C	5.9	-1.1	3.1	-0.3	2.2	-0.5	-0.8	-1.1	-2.0	3.7
C/C(=N\NC(=O)c1ccc2ccccc2c1)c1cccnc1	-13.3	0.7	8.4	-4.2	1.2	-0.1	-2.7	0.8	-1.8	-19.9
CC(C)=CCN1CCN(Cc2cnc(N3CCCC3)s2)CC1CCO (stereo not given)	6.2	1.8	4.0	-0.2	-6.6	-2.4	-1.9	-0.2	-5.2	3.6
CCN(CC)c1ncnc2c1ncn2[C@H]1CN(Cc2ccccc2)C[C@@H](CO)O1	-2.7	-0.6	-1.2	5.7	2.2	1.8	-1.2	9.8	7.0	·
O=C(O[C@@H](C(=O)O)[C@@H](OC(=O)c1ccccc1)C(=O)O)c1ccccc1	1.7	-2.7	-6.9	-3.1	0.5	-2.6	-1.0	-1.6	-1.2	1.6
Cc1ccc(O)c(N/C=C/C(=O)c2ccc(F)cc2)c1	12.0	5.0	-2.5	-2.0	6.7	-4.7	-1.8	-1.1	4.9	16.1
C=CCN(CC=C)C(=S)NC(=O)/C=C/c1ccc(C)cc1	-3.0	-1.1	13.2	-3.4	-3.3	-2.2	1.4	-9.2	-3.1	5.1
